BAZ2B inh – blocks human BAZ2B. AlphaScreen BAZ2B-H3K14Ac peptide displacement. Potency, µM (series often up to 114 µM), for the others: at the highest dose activity change, negative = inhibition, hits mostly inhibitors. 360,000 tested, 4.4% active. AID 504333; also: % is scaled to controls: 0 for no effect and ±100 for the full control effect; nearly all actives have a fitted effect of over 60% in size
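AlphaScreen displacement: compounds (up to 110uM) incubated 30 min at room temperature with a preformed 50 nM BAZ2B/50 nM biotinylated H3K14Ac peptide complex in PBS pH 7.4 with Tween-20. Donor and acceptor beads at 10 ug/mL final added, 20 min light-protected before reading.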
BLM helicase inh – inhibitors of human Bloom syndrome helicase BLM; 350,000 tested, 0.2% active; Potency, µM (highest dose often 56.1 µM), inactives show at the top dose activity change, negative = inhibition, actives largely listed as inhibitors; recombinant BLM DNA unwinding, fluorescence dequenching; AID 2528;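 also: plate controls were vehicle for no effect and no enzyme for full effect; nearly all actives have a fitted effect of over 35% in size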
JMJD2A Tudor inh – inhibitors of human JMJD2A Tudor domain | AlphaScreen JMJD2A-Tudor / H3K4me3 peptide binding | 390,000 tested, 4.4% active | Potency, µM (doses to about 114 µM), for inactives: top-dose activity change, negative = inhibition, most hits filed as inhibitors | O75164; also: % is scaled to controls: 0 for no effect and ±100 for the full control effect; nearly all actives have a fitted effect of over 50% in size
Pin1 inh – inhibitors of human Pin1; Q13526; Pin1 FP peptide displacement, HiFluor488, 10 min; Potency, µM (titrated, usually from 115 µM), without a hit: at the top dose activity, negative = inhibition, actives largely listed as inhibitors; 390,000 tested, 0.009% active; AID 504891; active = well fitted inhibition curve with a large enough effect in the polarisation, with a control signal flat, not every such curve was filed as active; inconclusive = small, poorly fitted or top-dose-only effect, or effect the other way, or a change in a side signal; inactive = no such curve, though single readings can be large or run the other way; the % refers to the polarisation; also: % is scaled to controls: 0 for no effect and ±100 for the full control effect
Target sequence (Q13526 whole entry, looked up): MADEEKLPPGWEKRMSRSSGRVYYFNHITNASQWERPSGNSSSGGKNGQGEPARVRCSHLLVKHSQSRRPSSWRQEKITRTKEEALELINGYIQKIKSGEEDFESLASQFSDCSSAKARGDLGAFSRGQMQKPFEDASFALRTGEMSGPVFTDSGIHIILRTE
GLS inhibitor – glutaminase GLS (human) inhibition. GLS enzymatic activity, qHTS titration. Potency, µM (doses to about 45.5 µM), without a hit: at the top dose activity change, negative = inhibition, actives largely listed as inhibitors. 410,000 tested, 0.21% active. AID 624170; also: % is scaled to controls: 0 for no effect and ±100 for the full control effect
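Read-out is an Amplex red fluorescence increase coupled through glutamate oxidase and HRP, measured before and after 30 min room-temperature incubation. hKGA is in 45 mM KH2PO4 (pH 8.2) with 0.02% Tween-20; glutamine added as 1mM solution.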
POLI inh – inhibitors of human DNA polymerase iota | Pol iota fluorescent replication assay, 10 min | Potency, µM (series often up to 115 µM), inactives show at the top dose activity, negative = inhibition, usual class: inhibitors | 390,000 tested, 1% active | AID 588590
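Fluorescent replication assay read twice, at 0 min and 10 min after adding 50 nM (final) substrate. Enzyme (10 nM) and compounds were first incubated 15 min at room temperature; enzyme-free buffer wells were negative controls.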
HP1b chromo inh – HP1-beta chromodomain-methylated histone interaction inhibition; AlphaScreen HP1-beta / biotin-H3K9me3 peptide binding; 390,000 tested, 0.56% active; Potency, µM (top dose mostly 114 µM), for the others: at the top dose activity change, negative = inhibition, usual class: inhibitors; P83916; also: nearly all actives have a fitted effect of over 70% in size; inactives centre near 23
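AlphaScreen: HP1-beta (50 nM) preformed 30 min with biotin-H3(1-18)K9me3 peptide (50 nM) in PBS pH 7.4, 0.01% Tween-20. Compound added for 30 min at RT, then streptavidin donor/nickel chelate acceptor beads (10 ug/mL) for 30 min.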
G9a block – G9a (human) methyltransferase inhibition; Q96KQ7; AID 504332; G9a H3K9 monomethylation, AlphaScreen, 2 h; 350,000 tested, 8.8% active; Potency, µM (highest dose often 102 µM), for the others: at the top dose activity, negative = inhibition, hits mostly inhibitors; also: % is scaled to controls: 0 for no effect and ±100 for the full control effect; nearly all actives have a fitted effect of over 75% in size
Target sequence (Q96KQ7 913-1193 limits assumed): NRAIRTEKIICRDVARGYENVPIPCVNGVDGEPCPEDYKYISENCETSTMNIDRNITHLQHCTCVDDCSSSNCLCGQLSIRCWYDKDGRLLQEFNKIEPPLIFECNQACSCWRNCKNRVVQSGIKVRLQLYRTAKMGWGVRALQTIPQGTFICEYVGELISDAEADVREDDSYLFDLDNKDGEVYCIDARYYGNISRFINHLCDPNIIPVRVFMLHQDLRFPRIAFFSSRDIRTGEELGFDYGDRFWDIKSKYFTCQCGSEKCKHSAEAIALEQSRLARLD
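G9a (20 nM) was preincubated 15 min with compound, then reacted 2 h at room temperature with 500 nM biotin-H3K9 peptide and 20 µM SAM. Monomethyl-H3K9 detected by AlphaScreen using anti-H3K9me1 antibody.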
PGK inhibitor – T. brucei PGK inhibition; AID 602233; 380,000 tested, 0.043% active; Potency, µM (titrated, usually from 57.5 µM), without a hit: top-dose activity change, negative = inhibition, hits mostly inhibitors; PGK/GAPDH coupled, Kinase-Glo luminescence, 60 min; also: % is scaled to controls: 0 for no effect and ±100 for the full control effect; nearly all actives have a fitted effect of over 60% in size
Target sequence (P07378 whole entry, looked up): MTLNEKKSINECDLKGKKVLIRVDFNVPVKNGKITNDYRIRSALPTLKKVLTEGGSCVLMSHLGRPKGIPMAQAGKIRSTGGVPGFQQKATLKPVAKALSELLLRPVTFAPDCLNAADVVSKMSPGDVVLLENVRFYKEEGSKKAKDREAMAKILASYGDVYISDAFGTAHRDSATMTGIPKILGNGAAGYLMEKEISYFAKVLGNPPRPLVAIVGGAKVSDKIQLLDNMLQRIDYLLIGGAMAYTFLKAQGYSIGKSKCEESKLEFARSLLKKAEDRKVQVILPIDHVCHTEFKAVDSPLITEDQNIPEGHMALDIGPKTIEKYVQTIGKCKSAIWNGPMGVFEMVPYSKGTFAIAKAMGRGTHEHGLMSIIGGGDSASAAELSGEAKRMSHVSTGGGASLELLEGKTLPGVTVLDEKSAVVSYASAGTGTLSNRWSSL
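Luminescent ATP detection (Kinase-Glo Plus) follows a 60-minute room-temperature incubation, with wells lacking PGK as controls. Buffer: 100 mM TEA (pH 7.6), 5 mM MgCl2, 0.01% Tween-20. Coupling enzyme GAPDH (100 nM final) supplies unstable 1,3-BPG in-well.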
Active calls of the source: *; i = inactive; ? = inconclusive; nt = no result given; & = joins results of further samples; [ ] = dose if it differs, or a comment. Unless noted, calls follow the shape of the dose curve; as a rule, active = well fitted curve in the direction sought with a large enough effect; inconclusive = small, poorly fitted or top-dose-only effect, or another doubt; inactive = no such curve, though single readings can be large; an effect the other way counts as inactive or inconclusive. Potency is read from the fitted curve at half-maximal effect.

The opening 3 records as a preview:
SMILES	BAZ2B inh	BLM helicase inh	JMJD2A Tudor inh	Pin1 inh	GLS inhibitor	POLI inh	HP1b chromo inh	G9a block	PGK inhibitor
Cc1ccc(S(=O)(=O)N2CCC(=O)N(CCOCc3cccc(C)c3)CC2)cc1	0%	4%	-6%	0%	3%	14%	26%	8%	-6%
COc1ccc(/C=N/NC(=O)C[n+]2ccccc2)c(OC)c1	-13%	3%	3%	0%	1%	-13%	41%[activator]	-19%	-10%
CCn1c(COc2ccc(Cl)c(C)c2)nnc1SCC(=O)N1CCCC1	-31%	0%	-21%	-2%	-9%	5%	29%	11%[59 µM]	-4%

This part in full, from the start:
SMILES	BAZ2B inh	BLM helicase inh	JMJD2A Tudor inh	Pin1 inh	GLS inhibitor	POLI inh	HP1b chromo inh	G9a block	PGK inhibitor
Cc1ccc(S(=O)(=O)N2CCC(=O)N(CCOCc3cccc(C)c3)CC2)cc1	0%	4%	-6%	0%	3%	14%	26%	8%	-6%
COc1ccc(/C=N/NC(=O)C[n+]2ccccc2)c(OC)c1	-13%	3%	3%	0%	1%	-13%	41%[activator]	-19%	-10%
CCn1c(COc2ccc(Cl)c(C)c2)nnc1SCC(=O)N1CCCC1	-31%	0%	-21%	-2%	-9%	5%	29%	11%[59 µM]	-4%
CCc1ccc(NC(=O)C(=O)NCC(c2cccnc2)N2CCN(Cc3ccccc3)CC2)cc1 (configuration not stated)	2%	0%	-13%	-11%	5%	-19%	34%	-3%[59 µM]	-6%
COc1cc([N+](=O)[O-])ccc1NC(=S)Nc1cccc(C(=O)O)c1	-27%	-1%	-15%	-4%	13%	21%	-9%	10µM*	-3%
CCCOc1ccc(C(=O)Nc2cc(S(=O)(=O)N3CCOCC3)ccc2N2CCOCC2)cc1	-3%	nt	-20%	-5%	0%	-26%	69%[activator]	4%[12.7 µM]	-2%
Cn1c(CC(=O)c2ccc(Br)cc2)[n+](C)c2ccccc21	1%	-10%	2%	-1%	-13%	135%[activator]	52%[activator]	-8%	-5%
COc1ccc(C(=O)N2CCN(C(=O)c3ccco3)CC2)cc1	4%	-4%	-7%	-7%	6%	3%	12%	-8%[59 µM]	i
COCCNC(=O)c1ccc2c(=O)n(Cc3ccco3)c(SCC(=O)Nc3ccc(OC)cc3OC)nc2c1	4%	-15%	56µM*	19%	4%	?	13%	25%	-7%
COc1cccc(N(Cc2nnc3n2CCCCC3)C(=O)Nc2ccccc2)c1	0%&27%	1%&-1%	-5%&4%	-2%&-1%	-3%&5%	15%&10%	41%[activator]	0%	-2%&-7%
O=C(COC(=O)c1cncc(Br)c1)NCc1ccc(Cl)cc1	0%	-3%	1%	-10%	2%	33%[activator]	28%	0%	-2%
CCOC(=O)C1CCCN(C(=O)CCc2ccccc2)C1 (configuration not stated)	-4%	-1%	-15%	-14%	8%	14%	21%	6%	15%
O=C(O)c1ccc(/C=N/Nc2ccc(Cl)nn2)cc1	-4%	2%	-5%	0%	-9%	44%[activator]	44%[activator]	11%	-17%
Cc1ccc2cc(CN(Cc3cccs3)Cc3nnnn3CC3CCCO3)c(=O)[nH]c2c1C (configuration not stated)	-24%	0%	-31%	7%	0%	32%[activator]	13%	1%[12.7 µM]	i
O=C(NCC1COCCO1)c1cc(COc2c(F)cccc2F)on1 (configuration not stated)	1%	-14%	-1%	3%	9%	10%	46%[activator]	nt	-1%
S=C(Nc1ccc(Br)cc1Cl)N1CCCC1	-12%	-5%	-9%	0%	2%	20%	36%	16%	-15%
O=C(Nc1c(C(=O)Nc2cccc(C(F)(F)F)c2)oc2ccccc12)c1cc(=O)c2ccccc2o1	0%	1%	-18%	-6%	-6%	24%	9%	2%[59 µM]	-5%
CCNC(=O)COc1ccc(CC)cc1	-1%	-1%	-13%	2%	1%	9%	23%	18%[59 µM]	-5%
CCOc1ccc(CCNC(=O)c2nnn(CC(=O)Nc3ccc(C)cc3)c2N)cc1OCC	-10%	-12%	?	13%	-8%	?	25%	?	-10%
Cc1nn(C)c(C)c1S(=O)(=O)N(CC(=O)N1CCc2ccccc2C1)c1ccc(C(C)C)cc1	1%	-6%	-22%	-8%	-6%	40%[activator]	13%	9%	-8%
Cc1ccc(NC(=O)CCC(=O)N/N=C/C=C/c2ccccc2)cc1	2%	-3%	-27%	0%	0%	-13%	36%	2%[59 µM]	-12%
O=c1c2cc(N3CCOCC3)ccc2[nH]c(=S)n1Cc1ccccn1	-35%	-15%	28µM*	-1%	-13%	11%	40%[activator]	?	-1%
CCOC(=O)c1ccc(NC(=O)C2CCCN(c3cnccn3)C2)cc1 (configuration not stated)	?	-2%&-2%	-18%&-22%	-3%&-8%	6%&-2%	2%&23%	21%&-13%	-5%	-6%&1%
CC(C)OC(=O)CSc1nnnn1-c1ccc2c(c1)OCCO2	-4%	0%	-5%	-2%	-5%	24%	16%	22%[59 µM]	-6%
COc1ccc(C(=O)NCc2cccnc2)cc1S(=O)(=O)N1CCCc2ccccc21	-21%	-3%	-10%	4%	1%	78%[activator]	20%	0%	-1%
Fc1cccc(Cl)c1CNCc1ccccc1Cl	-2%	-7%	29%	1%	-3%	-11%	82%[activator]	-7%[59 µM]	-8%
C=CCn1c(SCc2csc(C)n2)nc2sc3c(c2c1=O)CCC(C)C3 (configuration not stated)	-3%	-8%	22%	?	nt	9%	55%[activator]	20%[59 µM]	-9%
CC(=O)Nc1ccc(NC(=O)c2nc(S(=O)(=O)Cc3cccc(C)c3)ncc2Cl)cc1	-22%	-2%	-25%	-1%	-22%	32%[activator]	-4%[57 µM]	45µM*	-9%
O=C(O)c1ccc2oc(=O)n(Cc3ccccc3)c2c1	-8%	-3%	7%	-5%	4%	28%	28%	5%[12.7 µM]	-4%
COc1cc(CNCCCN2CCOCC2)cc(Cl)c1OCC(=O)NC(C)(C)C	-20%	3%	-5%	-3%	-26%	29%	30%	-48%	3%
COc1c2c(cc3oc(C)cc(=O)c13)OC(C(C)(C)OC1OC(CO)C(O)C(O)C1O)C2 (configuration not stated)	1%	0%	-7%	-3%	-1%	-2%	26%	11%	3%
COc1cccc(Nc2nnc(SCC(=O)N3CC(=O)Nc4ccccc43)s2)c1	-13%	-4%	?	9%	17%	22%	-12%	-1%[59 µM]	-8%
COc1cccc(Cn2c(OCC3CCCO3)nc3c2c(=O)n(C)c(=O)n3C)c1 (configuration not stated)	2%	-1%	-13%	-1%	4%	-4%	29%	20%[59 µM]	2%
Cc1cccc(C)c1OCc1nnc(SCC(=O)Nc2nccs2)o1	?	2%	-25%	1%	2%	-14%	44%[activator]	-8%	1%
CCN1CCN(c2cc(C)c3cc(NC(=S)N4CCC5(CC4)OCCO5)ccc3n2)CC1	-1%	4%	-27%	-11%	18%	17%	17%	?	i
Cc1cc(C)n(C(=O)c2cc3ccccc3c(=O)o2)n1	-3%	4%	0%	-3%	-7%	0%	33%	5%[59 µM]	-2%
CCn1c(Cn2nnc(-c3ccccc3)n2)nnc1SCC(=O)Nc1ccccc1	-1%	-2%	2%	-5%	0%	-27%	25%	17%	i
CC(=O)c1ccc(NC(=O)COC(=O)/C=C/c2cccs2)cc1	nt	nt	-14%	-2%	2%	54%[activator]	16%	nt	i
O=S1(=O)CCC(N=Cc2ccc(-c3ccc(Cl)cc3)o2)C1 (configuration not stated)	-29%	4%	-10%	12%	10%	72%[activator]	22%	nt	4%
O=C(OCc1cc([N+](=O)[O-])cc2c1OCOC2)c1ccc2ccccc2n1	-5%	-4%	-4%	-9%	-9%	51%[activator]	6%	15%	-4%
c1ccc(COC2CCCN(Cc3nc(Cc4ccccc4)no3)C2)cc1 (configuration not stated)	54%[activator]	9%	34%	3%	-1%	15%	146%[activator]	1%	i
CCOC(=O)[C@@H]1[C@H]2COc3cc(OC)ccc3[C@H]2N2C(=O)N(c3ccc(F)cc3)C(=O)[C@@]12C	-27%	-10%	-18%	-1%	2%	2%	34%	8%	-2%
CN(C(=O)c1ccc(NC(=O)Cc2ccc(NC(=O)C3CCN(C(=O)C4CCCC4)CC3)cc2)cc1)C1CC1	-5%	nt	-8%	1%	7%	20%	35%	-4%[0.501 µM]	-4%
Clc1ccc(Cn2ncc3c(N4CCCC4)ncnc32)cc1	14%	4%	-15%	-5%	-7%	13%	29%	?	-6%
Cn1c(CN2CCN(c3ccc(Cl)cc3)CC2)nc2ccccc21	-28%	-5%	-22%	10%	6%	3%	22%	?	nt
COc1cc(/C=N\NC(=O)c2ccc(C)nc2)ccc1OC(=O)c1ccco1	0%	2%	-2%	0%	0%	29%	12%	11%	-6%
O=Cc1cn(CCOc2ccccc2)c2ccccc12	4%	-6%	-3%	0%	7%	-8%	32%	51%	1%
CC(C)C(=O)NC(=S)Nc1c(Cl)ccc2nsnc12	-9%	-5%	-1%	1%	-23%	20%	11%	?	0%
Cn1c2ccccc2c2c(C(=O)NCCCN3CCCC3=O)cn(C3CCCCC3)c(=O)c21	-23%	-2%	-1%	1%	-3%	17%	28%	?	i
O=C(O)CC(CC(=O)N1CCN(C(=O)c2ccco2)CC1)c1ccccc1 (configuration not stated)	-14%	-4%	-3%	-9%	-3%	-3%	39%[activator]	43%	i
CC[C@H](C)[C@@H]1NC(=O)c2cc([N+](=O)[O-])cc(F)c2NCCCC[C@@H](C(N)=O)NC(=O)[C@H](CCCCN)NC1=O	-7%	5%	-31%	0%	1%	-3%	4%	?	-1%
C#CCOCCOCCOCCNc1nc(N2CCN(C(=O)[C@H]([C@@H](C)O)n3cc(CCCCN)nn3)CC2)nc(N2CCN(C(=O)[C@H]([C@@H](C)CC)n3cc(CCCN=C(N)N)nn3)CC2)n1	?	21%	-28%	2%	-9%	9%	19%	50µM*	i
CCCn1cc([C@@H]2C[C@H]3CN(Cc4cccc(Cl)c4)C(=O)[C@]34CCCN24)c(C)n1	-13%	2%	-17%	9%	-9%	12%	13%	15%	-2%

From PubChem BioAssay

Not all compounds are listed; rates above refer to the full screens.
